# mIDH1 inhibitor: qHTS for Inhibitors of mutant isocitrate dehydrogenase 1 (IDH1): qHTS. AID 602179, 2012. Isocitrate dehydrogenase [NADP] cytoplasmic (Homo sapiens), O75874. Potency, µM (titrated, usually from 76.6 µM), inactives show at the top dose activity change, negative = inhibition, most hits filed as inhibitors. IDH1-R132H enzyme, NADPH consumption, diaphorase/resazurin fluorescence. 390,000 compounds, 0.093% hits; also: potency is read from the fitted curve at half-maximal effect; % is scaled to controls: 0 for no effect and ±100 for the full control effect; nearly all actives have a fitted effect of over 65% in size
# Target sequence (O75874 whole entry R132H, stated change not applied): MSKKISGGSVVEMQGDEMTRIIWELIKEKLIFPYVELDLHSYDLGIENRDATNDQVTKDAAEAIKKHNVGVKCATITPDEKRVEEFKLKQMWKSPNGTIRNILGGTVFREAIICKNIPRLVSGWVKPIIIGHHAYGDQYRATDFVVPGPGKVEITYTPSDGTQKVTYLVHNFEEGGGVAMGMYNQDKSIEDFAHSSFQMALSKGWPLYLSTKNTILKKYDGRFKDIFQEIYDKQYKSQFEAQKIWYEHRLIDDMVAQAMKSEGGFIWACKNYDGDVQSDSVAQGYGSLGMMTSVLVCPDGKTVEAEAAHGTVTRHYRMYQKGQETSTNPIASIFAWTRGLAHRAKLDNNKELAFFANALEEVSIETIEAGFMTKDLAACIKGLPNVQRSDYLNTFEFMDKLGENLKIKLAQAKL
#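 IDH1-R132H (0.5 ug/mL) preincubated 30 min with compound, then NADPH (0.016 mM) and alpha-KG (2 mM) added; 80 min at RT, pH 7.5. Remaining NADPH coupled via diaphorase/resazurin to fluorescence (540/590 nm); concentration-response curves normalized to no-enzyme control.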
# D2 antag: HTS Assay for Allosteric Antagonists of the Human D2 Dopamine Receptor: Primary Screen for Antagonists; inhibition, % at 10 µM; 340,000 compounds, 2% hits; HEK293 TREx D2 cells, calcium flux, dopamine EC80; in the data active = inhibition above about 30%; also: 0% is about no effect
# Target sequence (P14416 whole entry, looked up): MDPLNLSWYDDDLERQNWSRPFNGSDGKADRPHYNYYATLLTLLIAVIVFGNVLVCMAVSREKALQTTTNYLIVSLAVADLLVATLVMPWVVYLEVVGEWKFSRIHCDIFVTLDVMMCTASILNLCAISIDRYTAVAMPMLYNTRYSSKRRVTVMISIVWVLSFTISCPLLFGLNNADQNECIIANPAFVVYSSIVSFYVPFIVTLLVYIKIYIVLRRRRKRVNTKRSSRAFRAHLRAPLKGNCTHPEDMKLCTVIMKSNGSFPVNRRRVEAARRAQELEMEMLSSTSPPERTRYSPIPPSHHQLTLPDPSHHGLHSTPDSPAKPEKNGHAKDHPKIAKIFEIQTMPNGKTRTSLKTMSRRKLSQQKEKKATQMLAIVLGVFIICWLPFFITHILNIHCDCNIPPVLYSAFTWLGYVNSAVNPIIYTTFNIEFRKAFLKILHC
#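 Compounds are added to dye-loaded, induced HEK293 T-REx cells coupled to calcium release via D2; after a 3 min kinetic read an EC80 dopamine stimulus is given and fluorescence is recorded for 3 more min.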
# TrxR1 inh: qHTS Assay for Inhibitors of Mammalian Selenoprotein Thioredoxin Reductase 1 (TrxR1): qHTS. Thioredoxin reductase 1, cytoplasmic (Rattus norvegicus), O89049. AID 588453, 2011. recombinant rTrxR1, NADPH fluorescence consumption, selenite substrate. Potency, µM (doses to about 114 µM), inactives show top-dose activity change, negative = inhibition, most hits filed as inhibitors. 390,000 compounds, 1% hits; also: potency is read from the fitted curve at half-maximal effect; % is scaled to controls: 0 for no effect and ±100 for the full control effect; nearly all actives have a fitted effect of over 65% in size
#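 Rat TrxR1 (90 nM in the dispensed reagent) was pre-reduced with 400 uM NADPH for 5 min at room temperature, then incubated with compound for 15 min. After 400 uM selenite was added, NADPH fluorescence (Ex 340/Em 450 nm) was followed for 8 min.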
# TrxR1 substrate: qHTS Assay for Substrates of Mammalian Selenoprotein Thioredoxin Reductase 1 (TrxR1): qHTS; Thioredoxin reductase 1, cytoplasmic (Rattus norvegicus), O89049; purified TrxR1 substrate turnover, NADPH consumption readout; Potency, µM (top dose mostly 114 µM), without a hit: at the highest dose activity change, negative = substrate turnover; 390,000 compounds, 0.01% hits; AID 588456, 2011; also: potency is read from the fitted curve at half-maximal effect; % is scaled to controls: 0 for no effect and ±100 for the full control effect; nearly all actives have a fitted effect of over 50% in size
#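 Rat TrxR1, dispensed at 90 nM, was prereduced with 400 uM NADPH (final) for 5 min at ~22 deg C, then incubated with compound 15 min before 400 uM selenite. A first-read NADPH fluorescence drop versus no-compound background flagged substrates.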
# TRHR agonist: qHTS for Small Molecule Agonists and Allosteric Enhancers of Human TRH Receptor: Primary Screen for Agonists | TRHR cells, calcium flux fluo-8, FDSS agonist mode | activation, % at 2 µM | Thyrotropin-releasing hormone receptor (Homo sapiens), P34981 | AID 493084, 2011 | 360,000 compounds, 0.18% hits; in the data active = activation above about 30%; also: 0% is about no effect
#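 Steps: seed TRHR cells overnight; add fluo-8 no-wash Ca dye, RT 30 min–1.5 h; record 10 s baseline; pin-transfer compounds; monitor fluorescence 1 cycle/s for the agonist window. Calcium increases flag candidate agonists.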
# D2 ag: HTS Assay for Allosteric Agonists of the Human D2 Dopamine Receptor: Primary Screen for Agonists; D(2) dopamine receptor (Homo sapiens), P14416; HEK293 T-REx D2 cells, calcium flux agonist mode; activation, % at 2 µM; 340,000 compounds, 0.53% hits;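 active = activation over 3 SD above normal in the single-dose calcium agonist read, cut at about 30% in these data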; also: 0% is about no effect
#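 Agonism is scored from calcium flux in a force-coupled, inducible HEK293 cell line expressing D2, read kinetically for 180 s after compound addition against dopamine controls.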
# USP1-UAF1 inh: Inhibitors of USP1/UAF1: Primary Screen; Ubiquitin carboxyl-terminal hydrolase 1 (Homo sapiens), O94782; recombinant USP1/UAF1, Ub-Rhodamine cleavage fluorescence; Potency, µM (series often up to 57.1 µM), for the others: at the highest dose activity change, negative = inhibition, usual class: inhibitors; 390,000 compounds, 0.23% hits; AID 743255, 2014; also: potency is read from the fitted curve at half-maximal effect; % is scaled to controls: 0 for no effect and ±100 for the full control effect; nearly all actives have a fitted effect of over 60% in size; inactives centre near -12
#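 High-throughput fluorogenic screen: 1nM USP1/UAF1 complex, Ub-Rho substrate 150nM final, 50mM HEPES pH 7.8 with 0.5mM EDTA, 0.1 mg/ml BSA, 1mM TCEP and 0.01% Tween-20.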
# TRHR enhancer: qHTS for Small Molecule Agonists and Allosteric Enhancers of Human TRH Receptor: Primary Screen for Enhancers | Thyrotropin-releasing hormone receptor (Homo sapiens), P34981 | TRHR cells, fluo-8 calcium fluorescence, EC20 TRH enhancement | enhancement, % at 2 µM | 360,000 compounds, 0.66% hits; in the data active = enhancement above about 30%; also: 0% is about no effect
#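 TRHR-expressing cells loaded with fluo-8 calcium dye were read kinetically (ex 480/em 530) during compound addition, then stimulated with an EC20 of TRH (10 nM final). Enhancement of the Gq-mediated intracellular calcium response was scored.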
# PI4K2A block: qHTS for small molecular inhibitors of PI4K2A; Phosphatidylinositol 4-kinase type 2-alpha (Homo sapiens), Q9BTU6; purified PI4K2A, ADP-Glo luminescence, 1 h; hits give low values; activity change, negative = inhibition, % at 76.9 µM; 420,000 compounds, 0.13% hits; in the data active = activity change below about -50%; inconclusive = mostly about -30% to -49%;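 also: -100% = wells without enzyme as full effect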
#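 PI4K2A activity was measured by ADP-Glo luminescence: enzyme (4 ug/mL stock) and phosphatidylinositol (1.2 mM stock) in Tris pH 7.5/MgCl2/EGTA/Triton X-100 buffer were reacted with ATP (300 microM stock) for one hour at ambient temperature.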
# * marks the source's active call; other numbers are inactive results; u = inconclusive; x = no result given; [ ] = remark or other dose. Unless noted, calls follow the shape of the dose curve; as a rule, active = well fitted inhibition curve with a large enough effect; inconclusive = small, poorly fitted or top-dose-only effect; inactive = no such curve, though single readings can be large or run the other way.
# The first five compounds (preview)
SMILES,mIDH1 inhibitor,D2 antag,TrxR1 inh,TrxR1 substrate,TRHR agonist,D2 ag,USP1-UAF1 inh,TRHR enhancer,PI4K2A block
CC(C)c1nc(SCC(=O)N2CCCC2)c2ccccc2n1,5%,-4,26%,1%,-0.3,0.6,2%,6,1
C/C(=N\NC(=O)c1c(-c2ccccc2Cl)noc1C)c1cccc(NC(=O)C(C)C)c1,-2%,-2,6%,-2%,-0.6,-1.7,-20%,-4,1
Cc1ccc(-n2c(SCC(=O)Nc3ncc(Cl)cc3Cl)nc3ccccc32)cc1,8%,12,-8%,-6%,-0.2,-0.2,-6%,4,-1
Cc1ccc(-c2onc(C)c2C)cc1S(=O)(=O)N1CCC(C)CC1,20%,x,-4%[57.1 µM],-5%[57.1 µM],0.9,x,25%,-2,-2
CCOc1ccc(OCCOCCN2CCCC2)cc1,4%,-15,12%,2%,0.6,0.8,-22%,13,-1

# The list itself, from the first entry:
SMILES,mIDH1 inhibitor,D2 antag,TrxR1 inh,TrxR1 substrate,TRHR agonist,D2 ag,USP1-UAF1 inh,TRHR enhancer,PI4K2A block
CC(C)c1nc(SCC(=O)N2CCCC2)c2ccccc2n1,5%,-4,26%,1%,-0.3,0.6,2%,6,1
C/C(=N\NC(=O)c1c(-c2ccccc2Cl)noc1C)c1cccc(NC(=O)C(C)C)c1,-2%,-2,6%,-2%,-0.6,-1.7,-20%,-4,1
Cc1ccc(-n2c(SCC(=O)Nc3ncc(Cl)cc3Cl)nc3ccccc32)cc1,8%,12,-8%,-6%,-0.2,-0.2,-6%,4,-1
Cc1ccc(-c2onc(C)c2C)cc1S(=O)(=O)N1CCC(C)CC1,20%,x,-4%[57.1 µM],-5%[57.1 µM],0.9,x,25%,-2,-2
CCOc1ccc(OCCOCCN2CCCC2)cc1,4%,-15,12%,2%,0.6,0.8,-22%,13,-1
CCn1nnc(-c2ccccc2NC(=O)c2cnccn2)n1,4%,x,-15%,-8%,x,x,-10%,x,-17
COc1ccc(Cc2nnc(N/N=C/c3ccc(Br)cc3)[nH]c2=O)cc1OC,-3%,-12,10%,3%,-0.9,-0.2,-11%,7,-1
Cc1sc2ncnc(Sc3nnc4sc5ccccc5n34)c2c1C,x,-37,x,x,-1.5,-1.0,x,5,x
CCCN(C(=O)c1cc2c(s1)CCC2)c1c(N)n(Cc2ccccc2)c(=O)[nH]c1=O,-17%,-7,31%[57.1 µM],9%[57.1 µM],0.2,-0.2,-6%,3,-6
Cc1cc(NC(=O)CSc2nc3ccccc3n2CC(=O)N2CC(C)CC(C)C2)no1 (configuration not stated),0%,-4,0%[11.4 µM],6%[11.4 µM],-0.1,-0.4,-13%,-6,2
COc1ccc(CCC(C)Nc2ccccc2F)cc1 (configuration not stated),6%,-18,-9%,-3%,-0.5,-0.9,-4%,-4,-2
CC(=O)N1N=C(c2ccccc2OC(=O)/C=C/c2ccccc2)CC1c1ccccc1 (configuration not stated),2%,18,7%[57.1 µM],7%[57.1 µM],-1.7,-1.1,9%,4,1
CCOc1ccc(NC(=O)CS(=O)(=O)Cc2nc(-c3ccc(C)cc3)oc2C)cc1,-13%,x,25%,11%,0.6,-1.3,-23%,9,2
Cc1ccc(/C=N/n2c(C)nc3ccccc3c2=O)o1,-6%,-3,2%,-4%,-0.5,0.7,-2%,3,-23
Cc1ccc(S(=O)(=O)NCC(=O)N(CC(=O)NCC2CCCO2)Cc2ccco2)cc1 (configuration not stated),-8%,-1,10%,6%,0.6,0.3,-19%,-2,-7
O=C(CNC(=O)c1ccco1)NNC(=O)c1n[nH]c(=O)c2ccccc12,-3%,x,5%,3%,x,x,-4%,x,5
C=CCc1ccc(OCC(O)CN2CCc3ccccc3C2)c(OC)c1 (configuration not stated),0%,47*,12%,-3%,0.1,0.4,3%,-1,-2
CCOc1ccccc1NC(=O)CN1CCC(NC(=O)c2ccccc2C)CC1,5%,-7,13%,2%,-1.3,0.1,-18%,-6,4
CCN(CC)CCOC(=O)c1ccc(NC(=O)CCCN2C(=O)S/C(=C/c3ccc(OC)cc3)C2=S)cc1,1%,-18,11%[57.1 µM],-1%[57.1 µM],0.9,0.1,u,0,16
O=C(NCCSc1ccccc1)c1ccc(CN2CCOCC2)cc1,4%,7,2%,-1%,0.3,-0.3,-21%,5,7
S=C(Nc1ccc(Br)cc1Cl)NN1CCOCC1,0%,-1,-11%,4%,-0.4,1.3,-5%,-8,-1
COc1cccc(NC(=O)N2CCCC2C(=O)NCc2ccccc2)c1 (configuration not stated),0%,-2,6%,-4%,-0.1,-0.5,4%,16,1
O=C(COC(=O)c1cccc([N+](=O)[O-])c1)NCc1ccc2c(c1)OCO2,-6%,-16,-5%,2%,0.2,-0.3,1%,-1,4
CC1(C)C2CCC1(CS(=O)(=O)N1CCN(c3ccc(F)cc3)CC1)C(=O)C2 (configuration not stated),5%,7,12%,5%,0.5,1.4,-17%,1,-2
Cc1cc2ccccc2n1-c1ccc(C(=O)N2CCC(C(=O)NCc3ccc(Cl)cc3)CC2)s1,8%,x,16%[57.1 µM],0%[57.1 µM],0.1,-0.5,-23%,1,-6
CC(=O)Nc1nonc1NC(=O)COc1ccccc1,0%,-9,21%[57.1 µM],0%[57.1 µM],0.0,0.4,0%,2,-4
Cc1ccccc1C(=O)N/N=C/c1ccc(OCC(=O)N2CCCCC2)cc1,-1%,x,4%,3%,0.2,-1.0,-14%,7,4
CCN(C(=O)COC(=O)c1ccc(=O)n(Cc2ccccc2)n1)C1CCCCC1,5%,10,9%,6%,0.0,0.3,-11%,-1,-1
Cc1ccc(-n2nc3c(=O)n(CCCC(=O)N4CCCCC4)nc(C)c3c2C)cc1,-8%,-4,4%,3%,0.9,0.5,-29%,1,-2
CCn1nnnc1NCc1cccc(Cl)c1,3%,-2,18%[57.1 µM],-2%,-1.0,-0.8,-15%,2,2
CC(C)(O)c1[nH]c2ccc(C#N)cc2c1C(C)(C)O,8%,23,-3%,-2%,-0.1,-1.0,-30%,20,0
Cc1ccc(-n2ncc3c(=O)[nH]c(SCC(=O)N4CCCc5ccccc54)nc32)cc1,u,15,12%,9%[57.1 µM],-0.6,-0.1,-16%,5,-2
COc1ccc([C@@H](C)NC(=O)c2ccc3oc(C(C)C)nc3c2)cc1,-6%,-8,8%,6%,-0.1,-0.1,-21%,-8,9
CCOc1ccc(-c2nonc2NC(=O)c2oc3cc(C)ccc3c2C)cc1,0%,x,41%[activator],3%,0.2,-0.5,5%,9,2
N#CCCN(C(=O)COC(=O)COc1ccccc1Cc1ccccc1)c1ccccc1,2%,7,36%[activator],-4%,2.4,0.6,-14%,-2,0
Cc1cc(=O)oc2cc3oc(=O)cc(C)c3cc12,-3%,1,13%,6%,0.2,0.2,-2%,-1,-1
CCCCCCCC(=O)NNC(=O)Cc1ccccc1,12%,-24,8%,0%,-0.1,0.9,-20%,-4,-2
C/C(N)=C(/C#N)C(=O)CSc1nnc(COc2cc(C)ccc2C)o1,-2%,-5,11%,5%,-0.6,0.0,-1%,-10,2
CCOc1ccc(C2CC(=O)NC(NC(=O)c3ccc(C)cc3)=N2)cc1 (configuration not stated),-5%,x,20%,-2%,-0.5,-1.1,u,35*,1
Cc1cc([N+](=O)[O-])nn1CCCC(=O)Nc1sc2c(c1C(N)=O)CCCC2,20%,-13,-8%[57.1 µM],8%[57.1 µM],0.2,-1.7,u,-12,8
COC(=O)c1ccc(CNC(=O)CCc2c[nH]c3ccccc23)cc1,-3%,-5,7%,-5%,-0.7,-1.1,3%,-4,2
COCCCNC(=O)c1ccc2c(c1)ncn2-c1ccc(C)cc1C,-8%,10,3%,1%,0.2,-0.4,-5%,5,7
C=CC[C@H](CC(=O)NCCO)C(=O)N[C@H](COC(=O)[C@@H](CC=C)CC(=O)OC(C)(C)C)Cc1c[nH]c2ccccc12,13%,x,13%,4%,x,x,-12%,x,-1
CC(C)(C)OC(=O)[C@H](Cc1ccccc1)NC(=O)c1nc[nH]c1C(=O)NCc1ccccc1,10%,9,22%,-7%,0.3,-0.4,u,4,-9
Cc1ccc(-n2nnnc2Sc2nc([N+](=O)[O-])nn2C)c(C)c1,11%,x,-14%,-1%,x,x,-13%,x,-5
CCc1ccc(CN2CCSCC2)cc1,5%,-9,17%[57.1 µM],7%[57.1 µM],-0.2,-1.2,-2%,0,-6
CC1=NNC(=O)C1CCC(=O)N/N=C(\C)c1ccc(Cl)cc1 (configuration not stated),-2%,8,17%,3%,0.1,0.4,-4%,7,5
CCCOC(=O)c1ccc(NC(=O)c2nc3nc(C)cc(C)n3n2)cc1,9%,8,32%[57.1 µM],10%[57.1 µM],-0.3,-0.7,-5%,11,-5
